Compound activity from PubChem BioAssay.
B2AR arrestin: agonists driving beta-arrestin recruitment to human beta2-adrenergic receptor; beta-arrestin recruitment to beta2AR, cell-based reporter; P07550; AID 492947; 330,000 tested, 0.02% active; Potency, µM (doses to about 46.1 µM), without a hit: top-dose activation, actives largely listed as activators;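 also: potency is read from the fitted curve at half-maximal effect; 0% = DMSO controls and full agonism = EC100 isoproterenol or metaproterenol; nearly all actives have a fitted effect of over 65% in size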
Target sequence (P07550 whole entry, looked up): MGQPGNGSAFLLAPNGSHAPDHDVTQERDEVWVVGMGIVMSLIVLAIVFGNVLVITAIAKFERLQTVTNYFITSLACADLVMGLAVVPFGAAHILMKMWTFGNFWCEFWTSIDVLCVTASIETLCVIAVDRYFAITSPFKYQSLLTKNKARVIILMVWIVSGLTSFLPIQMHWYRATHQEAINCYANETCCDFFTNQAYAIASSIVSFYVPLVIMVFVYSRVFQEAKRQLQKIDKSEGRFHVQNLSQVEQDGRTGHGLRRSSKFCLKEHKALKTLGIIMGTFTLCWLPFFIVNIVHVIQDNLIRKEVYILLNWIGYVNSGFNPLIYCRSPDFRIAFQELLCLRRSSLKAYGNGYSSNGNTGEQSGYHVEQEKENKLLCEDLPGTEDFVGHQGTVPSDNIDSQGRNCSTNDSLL
uPA generation: inhibitors of cell surface uPA generation; cell surface uPA generation assay, qHTS; Potency, µM (doses to about 38.3 µM), for the others: at the top dose activity change, negative = inhibition, hits mostly inhibitors; 330,000 tested, 0.31% active; active = well fitted inhibition curve with a large enough effect; inconclusive = small, poorly fitted or top-dose-only effect; inactive = no such curve, though single readings can be large or run the other way; tested in mouse RAW 264.7 cells; also: potency is read from the fitted curve at half-maximal effect; % is scaled to controls: 0 for no effect and ±100 for the full control effect; nearly all actives have a fitted effect of over 55% in size
ELG1 genotoxic: induces genotoxicity in HEK293T cells with luciferase-tagged ELG1. HEK293T ELG1-luciferase reporter, luminescence, 16 h. 330,000 tested, 1.3% active. Potency, µM (highest dose often 46 µM), without a hit: at the highest dose activity change, positive = activation, actives largely listed as activators; also: potency is read from the fitted curve at half-maximal effect; % of control where 0% means no effect; nearly all actives have a fitted effect of over 60% in size
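Genotoxicity was scored as increased ELG1-luciferase reporter signal, measured by ONE-Glo luminescence (30 min, room temperature). Compound or vehicle exposure of the HEK293T reporter cells lasted 16 hr at 37°C.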
p53 reactivation: restores transcriptional activity of mutant p53. 320,000 tested, 0.063% active. Potency, µM (highest dose often 92.2 µM), for inactives: at the highest dose activity change, positive = activation, most hits filed as activators. AID 504706. H1299 p53-A138V BP100-luciferase reporter, luminescence, 24 h; also: potency is read from the fitted curve at half-maximal effect; % of control where 0% means no effect; nearly all actives have a fitted effect of over 45% in size
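H1299 (p53-null), stable ts p53-A138V + BP100-Luc; 1000 cells/well, Opti-MEM/10% FBS; cpd 4 pt, 1:5; 24 h, 37 deg C, 5% CO2; detection reagent 10 min RT; luminescence.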
PTAP TSG101 blk: blocks PTAP/TSG101 interaction to inhibit HIV-1 budding; Q99816; Fluorescence polarization, FITC-PTAP peptide / Tsg101 binding; Potency, µM (doses to about 115 µM), for inactives: at the highest dose activity change, negative = inhibition, most hits filed as inhibitors; 340,000 tested, under 10 active; AID 493005; active = well fitted inhibition curve with a large enough effect in the main read-out, with a control signal flat, not every such curve was filed as active; inconclusive = small, poorly fitted or top-dose-only effect, or effect the other way, or a change in a side signal; inactive = no such curve, though single readings can be large or run the other way; also: potency is read from the fitted curve at half-maximal effect; % of control where 0% means no effect
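Fluorescence anisotropy tracks displacement of a FITC-tagged PTAP peptide (50 nM) from the Tsg101 binding domain (10 uM), following a 20 min room-temperature incubation at pH 7.5.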
S-ASM inh: human S-ASM enzyme inhibition; P17405; placental ASM, HMU-PC fluorogenic substrate, 60 min; Potency, µM (highest dose often 57.5 µM), for inactives: top-dose activity change, negative = inhibition, actives largely listed as inhibitors; 340,000 tested, 0.006% active; AID 504937; also: potency is read from the fitted curve at half-maximal effect
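HMU-PC0 cleavage (9 uM final) by human placental ASM, 60 min at 37 °C following 10 min compound exposure at RT; stopped at pH 10, fluorescence Ex 386/Em 447 nm.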
TRPV1 agonist: human TRPV1 agonism; Q8NER1; TRPV1-expressing cells, Fluo-8 calcium influx, agonist mode; activation, % at 8.33 µM; 320,000 tested, 0.19% active; in the data active = activation above about 80%; inconclusive = between about 30% and that limit; also: 0% is about no effect
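TRPV1-expressing cells were cultured overnight at 35.5C and loaded with Fluo-8 calcium dye for 40 to 90 min at room temperature. After a 10 s baseline, compound was added and calcium influx was read kinetically for 3 min (ex 480/em 520 nm).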
BRCA1 expr act: activators of BRCA1 expression; Potency, µM (top dose mostly 46.1 µM), for the others: at the highest dose activation, usual class: activators; MCF7-BRCA1-FFLuc reporter, luminescence, 48 h; response scale: scaled: vehicle 0%, 10 µM genistein 100%; 380,000 tested, 1.1% active; also: potency is read from the fitted curve at half-maximal effect; nearly all actives have a fitted effect of over 80% in size; some results filed as inactive show a strong effect at the top dose
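Using MCF7 cells harboring a BRCA1 firefly luciferase reporter, plated 2 h before compound pinning, the screen measured luminescence after 48 h incubation. Responses were normalized to DMSO and 10 microM genistein, then fitted for concentration-effect.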
USP2a block: inhibitors of human ubiquitin-specific protease USP2a; O75604; USP2 core, Ub-CHOP2 coupled fluorogenic reporter, 485/531; Potency, µM (top dose mostly 38.3 µM), for inactives: at the highest dose activity change, negative = inhibition, actives largely listed as inhibitors; 330,000 tested, 0.01% active; AID 463254;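 also: potency is read from the fitted curve at half-maximal effect; plate controls were DMSO wells for no effect and full inhibition by NEM control for full effect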
Target sequence (O75604 whole entry, looked up): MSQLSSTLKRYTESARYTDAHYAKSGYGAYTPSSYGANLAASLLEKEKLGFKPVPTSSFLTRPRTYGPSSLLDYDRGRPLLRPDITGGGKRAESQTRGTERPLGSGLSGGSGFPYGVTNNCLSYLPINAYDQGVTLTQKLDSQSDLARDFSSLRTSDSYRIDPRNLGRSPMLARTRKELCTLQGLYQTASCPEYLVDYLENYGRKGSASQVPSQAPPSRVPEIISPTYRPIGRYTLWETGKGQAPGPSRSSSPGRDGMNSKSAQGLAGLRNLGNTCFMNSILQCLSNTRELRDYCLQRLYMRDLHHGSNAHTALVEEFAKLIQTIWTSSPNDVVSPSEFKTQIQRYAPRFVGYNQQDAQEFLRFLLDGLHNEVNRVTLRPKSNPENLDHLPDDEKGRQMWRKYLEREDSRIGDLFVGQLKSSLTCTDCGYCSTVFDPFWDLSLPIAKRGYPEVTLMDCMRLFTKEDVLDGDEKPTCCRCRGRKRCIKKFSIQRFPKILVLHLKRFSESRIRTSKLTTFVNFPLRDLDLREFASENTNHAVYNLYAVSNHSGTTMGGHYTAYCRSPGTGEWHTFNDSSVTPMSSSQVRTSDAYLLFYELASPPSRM
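USP2 core (10nM final) preincubated 30min RT with compound in 20mM Tris-HCl pH 8.0, 2mM CaCl2, 2mM beta-mercaptoethanol, 0.05% CHAPS; 25nM Ub-CHOP2 plus 25nM reporter substrate added, fluorescence (Ex485/Em531) read after 60min.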
a7 integrin act: activates integrin-mediated alleviation for muscular dystrophy; AID 624291; alpha7betagal myoblasts, beta-gal FDG fluorescence, 48 h; Potency, µM (top dose mostly 38.3 µM), for inactives: at the highest dose activation, most hits filed as activators; 350,000 tested, 0.064% active;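 also: potency is read from the fitted curve at half-maximal effect; 100% = response of the positive control SU9516; nearly all actives have a fitted effect of over 60% in size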
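Alpha7betagal+/- myoblasts (passage 13) were plated 16-24 hr, then exposed to compounds (1:260 dilution of DMSO stock) for 48 hours at 37C. After MPER lysis, β-galactosidase reporter activity was read as FDG fluorescence (ex 480/em 540) after 30 minutes.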
Eya2 phos inh: blocks the phosphatase activity of human Eya2; O00167; recombinant Eya2, OMFP fluorescence dephosphorylation (OMFP is methylfluorescein phosphate); Potency, µM (top dose mostly 76.9 µM), inactives show at the highest dose activity, negative = inhibition, hits mostly inhibitors; 330,000 tested, 0.006% active; AID 488837; also: potency is read from the fitted curve at half-maximal effect; % is scaled to controls: 0 for no effect and ±100 for the full control effect
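Eya2 protein (added as 0.2 uM solution) was preincubated with compound for 10 min at ambient temperature in 50 mM HEPES pH 7.5, 50 mM NaCl, 5 uM MgCl2, 0.05% BSA, 1 mM DTT. OMFP (added at 50 uM) then reacted 10 min; fluorescence read at 485/525 nm.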
* marks the source's active call; other numbers are inactive results; i = inactive; ? = inconclusive; . = no result given; [ ] = another dose, or the depositor's remark. Unless noted, calls follow the shape of the dose curve; as a rule, active = well fitted curve in the direction sought with a large enough effect; inconclusive = small, poorly fitted or top-dose-only effect, or another doubt; inactive = no such curve, though single readings can be large; an effect the other way counts as inactive or inconclusive.

Values run as follows: B2AR arrestin, uPA generation, ELG1 genotoxic, p53 reactivation, PTAP TSG101 blk, S-ASM inh, TRPV1 agonist, BRCA1 expr act, USP2a block, a7 integrin act, Eya2 phos inh
- O=C(COC(=O)/C=C/c1ccc(OC(F)F)cc1)NC(=O)NCc1ccccc1
→ 0.0%, -3%, 1%, 6%, 1%, -3%, 2, 13%, 1%, ?, -2%
- O=c1c2ccccc2nnn1CSc1ccccc1F
→ 0.0%, -25%, ?, ?, -3%, 3%, 17, 76%, -4%, -1%, 3%
- O=C(Cn1ccccc1=S)c1ccc(Cl)c(Cl)c1
→ ., -5%, ., ., -1%, 0%, ., 41%, ., 0%, .
- CCc1nccn1CCC(=O)N1CCCC(N2CCN(c3cccc(Cl)c3)CC2)C1 (centres undefined)
→ 0.2%, -12%, 5%, ?, -3%, 0%, 0, 63%, -4%, 23%, -6%
- C#Cc1ccc([C@@H]2C=C(C(=O)NCc3ccccc3)O[C@H](OCc3ccc(CO)cc3)C2)cc1
→ 0.4%, 3%, -11%, -7%, -3%, -8%, -4, -20%, -1%, 5%, -3%
- O=C(O)C1(c2ccccc2)CCN(S(=O)(=O)c2ccc(F)c(F)c2)CC1
→ -0.4%, -3%, 0%, 1%, -5%, 8%, -1, -13%, 1%, ?, 4%
- NS(=O)(=O)c1ccc(NNC(=O)c2cccs2)cc1
→ 0.2%, 9%, -6%, 1%, -3%, -2%, -3, 13%, 4%, 6%, -13%
- COc1ccc(C(=O)CSC#N)cc1OC
→ -0.1%, -14%, ?, -9%, -2%, -1%, 3, -55%, 0%, 0%, 1%
- Cc1ccc(NC(=O)c2cc3c(s2)CCCC3)cc1S(=O)(=O)Nc1ccccc1Cl
→ -0.5%, -3%, -8%, ?, 0%, -9%, ?, -54%, 0%, -23%, 0%
- CCOC(=O)c1c(C)[nH]c(C(=O)COC(=O)CSC)c1C
→ -0.1%, -9%, 3%, -3%, -4%, -1%, 1, 21%, ?, 17%, 15%
- O=C(c1ccc(N2CCCC2=O)cc1)N1CCN(c2ccc(Cl)cc2)CC1
→ 0.3%, 5%, -4%, -6%, -3%, -1%, 3, -3%, 2%, -13%, -2%
- Cc1ccc(/C=C2\SC(=S)N(CC3CCCO3)C2=O)o1 (centres undefined)
→ -0.8%, 2%, 4%, ?, -7%, -12%, -3, 74%, 3%, -8%, 4%
- COCn1c(-c2ccccc2)nc2ccccc21
→ -1.1%, -2%, 6%, 3%, -7%, 3%, 1, 53%, 0%, -7%, -8%
- Brc1cnc(N2CCCCC2)nc1N1CCOCC1
→ 0.2%, 2%, -1%, 4%, -10%, -1%, 17, -10%, 0%, -15%, 8%
- C/C(=N\NC(=O)c1ccccc1C)c1cccc([N+](=O)[O-])c1
→ 0.1%, -1%, 9%, 8%, -6%, 4%, 3, 23%, 2%, -3%, 3%
- Cc1noc(C)c1COc1ccc(C(=O)OCC(=O)N2CC3(C)CC2CC(C)(C)C3)cc1 (centres undefined)
→ 0.0%, -9%, -13%, 1%, -3%, -9%, 8, -37%, 0%, 25%, -22%
- COC(=O)c1ccc(NC(=O)c2nc(S(=O)(=O)Cc3cccc(C)c3)ncc2Cl)cc1
→ -0.4%, -3%, -2%, -33%[inhibitor], 4%, -4%, 0, -41%, -7%, -74%[inhibitor], .
- CCCOc1ccc(-c2c(=O)n(O)c3ccccc3[n+]2[O-])cc1
→ -0.1%, 2%, 14%, 12%, -3%, 2%, 1, ?, -1%, -11%, -2%
- CCc1nnc(NC(=O)CSc2nc3cccnc3n2C2CCCCC2)s1
→ -1.5%, 4%, 0%, -6%, -6%, -6%, 0, -16%, 2%, -7%, -17%
- Cc1ccc(Cn2nnc3c(=O)[nH]c(C4CCCN(S(=O)(=O)c5ccccc5)C4)nc32)cc1 (centres undefined)
→ -0.5%, -1%, 21µM*, 0%, -7%, -22%, 5, -3%, 3%, 11%, -25%

Continued; the last four above are carried over.
Values run as follows: B2AR arrestin, uPA generation, ELG1 genotoxic, p53 reactivation, PTAP TSG101 blk, S-ASM inh, TRPV1 agonist, BRCA1 expr act, USP2a block, a7 integrin act, Eya2 phos inh
- COC(=O)c1ccc(NC(=O)c2nc(S(=O)(=O)Cc3cccc(C)c3)ncc2Cl)cc1
→ -0.4%, -3%, -2%, -33%[inhibitor], 4%, -4%, 0, -41%, -7%, -74%[inhibitor], .
- CCCOc1ccc(-c2c(=O)n(O)c3ccccc3[n+]2[O-])cc1
→ -0.1%, 2%, 14%, 12%, -3%, 2%, 1, ?, -1%, -11%, -2%
- CCc1nnc(NC(=O)CSc2nc3cccnc3n2C2CCCCC2)s1
→ -1.5%, 4%, 0%, -6%, -6%, -6%, 0, -16%, 2%, -7%, -17%
- Cc1ccc(Cn2nnc3c(=O)[nH]c(C4CCCN(S(=O)(=O)c5ccccc5)C4)nc32)cc1 (centres undefined)
→ -0.5%, -1%, 21µM*, 0%, -7%, -22%, 5, -3%, 3%, 11%, -25%
- Cc1ccc(NC(=O)CSc2nc(N)cc(=O)[nH]2)cc1S(=O)(=O)N1CCOCC1
→ -0.9%, 7%, 1%, 1%, 1%, 1%, -1, 5%, 1%, -13%, -12%
- COc1ccc(S(=O)(=O)N2CCCC2CNC(=O)C(=O)NC2CC2)cc1 (centres undefined)
→ 0.2%, 9%, 3%, 3%, 1%, 1%, 3, -17%, 2%, 22%, -9%
- O=C(N/N=C/c1sc(N2CCOCC2)nc1-c1ccccc1)c1ccccc1Cl
→ -0.6%, 0%, -11%, -1%, -4%, 181%[activator], 4, -26%, 0%, 18%, 23%
- Cc1ccc(S(=O)(=O)N(C)C)cc1NC(=O)C(C)OC(=O)C1CCCCC1 (centres undefined)
→ 0.4%, -2%, -1%, -6%, 1%, 0%, ., -13%, 0%, -6%, 3%
- Cc1nn(-c2ccccn2)c2c1C(c1ccsc1)C1=C(CCCC1=O)N2 (centres undefined)
→ 0.2%, 0%, -9%, 2%, 3%, 39%[activator], ?, -40%, 2%, 6%, -23%
- Cc1ccc2c(c1)-c1c(ssc1=S)C(C)(C)N2C(=O)CSC1=NCCS1
→ -0.4%, ., -3%, 6%, -2%, -20%, 10, 5%, 4%, 8%, 10%
- CCOC(=O)C[n+]1ccc2c([nH]c3ccccc32)c1C
→ -0.9%, 2%, 0%, 6%, -2%, i, -4, 6%, 4%, -1%, -10%
- CN(C)S(=O)(=O)c1ccc(NC(=O)c2ccc(Br)o2)cc1
→ 0.2%, ., 13%, 2%, -6%, 2%, ?, 44%, 1%, 11%, 5%
- CN(C)c1ccc(C(=O)c2ccccc2)cc1
→ 6.0%, -5%, 17%, 25%, -4%, -4%, 26, ?, -1%, -30%, 16%
- CC(C)N(C(=O)[C@H]1C[C@H](CC(=O)NCCCN(C)C)C(=O)N2CCc3c([nH]c4cc(CCC(=O)N(C)C)ccc34)[C@]12C)C(C)C
→ 2.0%, 18%, -3%, 12%, 3%, -3%, ., 7%, 1%, 6%, 2%
- Cc1ccc(Nc2ccc([N+](=O)[O-])cn2)cc1Cl
→ -0.2%, 6%, 6%, ?, -1%, -5%, 3, 18%, 3%, -23%, -11%
- Cc1cc(C)c(S(=O)(=O)Nc2ccccc2)c(C)c1
→ ., 0%, ., ., -4%, -2%, ., -20%, ., 30%, .
- C=CCn1c(-c2ccc(OC)cc2)nc2ccccc21
→ -0.2%, -7%, 0%, 16%, -2%, 0%, 1, 10µM*, 3%, -17%, 5%
- CCOC(=O)c1sc2nc(C)nc(SCC(=O)NC3CCS(=O)(=O)C3)c2c1C (centres undefined)
→ -0.3%, -5%, -3%, -2%, 0%, 1%, 1, -4%, 0%, -12%, -14%
- O=C(CSc1nnc(-c2ccncc2)n1-c1ccc(F)cc1)NNC(=O)c1cccc(O)c1
→ -0.6%, 1%, -2%, 10%, 0%, 4%, -4, 3%, 3%, 24%, 7%
- COc1ccc(C2Nc3ccccc3C(=O)N2c2ccc(F)cc2)cc1Cn1nnc2ccccc21 (centres undefined)
→ 0.7%, -28%, -2%, 16%, -1%, 159%[activator], 3, 50%, -2%, -14%, -8%
- COc1cccc(-c2nnc(NC(=O)c3cccs3)s2)c1
→ -0.4%, -6%, ?, 7%, -8%, 55%[activator], 4, 4µM*, 3%, 27%, 6%
- COCCn1c(SCC(=O)Nc2cccc(S(N)(=O)=O)c2)nc2cc(Cl)ccc2c1=O
→ 0.3%, -1%, -5%, ?, -2%, 3%, -5, 46%, -2%, -21%, -10%
